High-throughput results from PubChem BioAssay.
hcDAF12 agonist: activators of H. contortus DAF-12 nuclear receptor. activation, % at 6.8 µM. hit rate 1.4% among 370,000. HEK293 hcDAF-12 lit1-tk-luc reporter, luminescence; 0% DMSO, 100% Δ7-dafachronic acid. AID 652067;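 active = activation above the mean of all tested compounds plus 3 SD, cut at about 5.5% in these data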;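 also: 100% = response to 3 µM Δ7-dafachronic acid high control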
FXN GAA850 act: frataxin GAA850 promoter activation | activation, % at 6 µM | HEK293 lucGAA850 FXN promoter luciferase reporter, 24 h; percent of 10 µM SAHA response | hit rate 0.56% among 360,000;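 active = activation above the average of all compounds screened plus 3 SD, cutoff fixed separately per campaign, cut at about 7.5% in these data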;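 also: 0% = DMSO wells and 100% = 10 µM SAHA wells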
Rev-erbA mod: modulates human Rev-erb alpha binding to DNA; Rev-erbα–FITC-DNA binding, fluorescence polarization, 90 min; activity, % at 10 µM; hit rate 0.79% among 370,000;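 active = activity above about 14%, limit read from the data; passing the limit was not always enough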;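 also: 0% = DMSO wells with 35 nM protein and 100% = DMSO wells with 750 nM protein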
sPLA2-III inh: Inhibits HGIII-sPLA2 liposome hydrolysis, primary screen; QFRET BODIPY PC-A2 liposome hydrolysis, fluorescence; hit rate 0.56% among 370,000; inhibition, % at 12.2 µM;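 active = inhibition above mean plus 3 SD of compounds lying within the high and low control bounds, cut at about 19% in these data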;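 also: 0% = median of test compound wells and 100% = no enzyme DMSO wells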
Target sequence (Q9NZ20 whole entry, looked up): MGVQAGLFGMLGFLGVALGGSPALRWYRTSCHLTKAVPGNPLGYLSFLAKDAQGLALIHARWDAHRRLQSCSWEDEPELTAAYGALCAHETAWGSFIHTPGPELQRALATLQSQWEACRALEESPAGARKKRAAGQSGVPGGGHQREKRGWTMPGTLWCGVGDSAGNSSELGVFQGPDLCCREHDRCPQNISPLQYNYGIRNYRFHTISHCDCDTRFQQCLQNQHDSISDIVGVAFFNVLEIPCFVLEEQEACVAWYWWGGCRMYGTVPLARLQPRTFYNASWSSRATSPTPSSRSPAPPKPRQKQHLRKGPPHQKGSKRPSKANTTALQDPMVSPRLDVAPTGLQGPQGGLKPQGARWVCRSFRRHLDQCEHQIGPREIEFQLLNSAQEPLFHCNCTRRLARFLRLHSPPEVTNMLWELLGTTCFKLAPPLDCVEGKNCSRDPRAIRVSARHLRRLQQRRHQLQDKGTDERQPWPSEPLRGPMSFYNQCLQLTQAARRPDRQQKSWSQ
ssDAF-12 act: activates DAF-12 receptor from parasite S. stercoralis. hit rate 1% among 370,000. HEK293 ssDAF-12/GRIP1 lit1-tk-luc reporter, luminescence; % of 3 µM dafachronic acid response. AID 652126. activation, % at 6.8 µM;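 active = activation above the mean over all tested compounds plus 3 SD, cut at about 0.9% in these data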;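 also: 0% = DMSO-only wells and 100% = 3 µM delta7-dafachronic acid wells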
SMARCA2 activ: activators of SMARCA2 function; activation, % at 9.1 µM; MG213 cells, MMTV-luciferase reporter, dexamethasone, overnight; hit rate 1% among 370,000; in the data active = activation above about 7.8%;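 also: 0% = vehicle wells and 100% = reference activator wells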
hgDAF12 agonist: hgDAF-12 agonism, primary luciferase screen; HEK293 GAL4-hgDAF12 UAS-luciferase reporter, agonist luminescence; normalized to butyrate control; activation, % at 6.8 µM; hit rate 1.8% among 370,000;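 active = activation above a cutoff set at the mean of all screened compounds plus 3 SD, cut at about 10% in these data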;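 also: 0% = DMSO wells and 100% = sodium butyrate wells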
PG9 binder: binds the HIV-1 gp120 antibody PG9; TR-FRET gp120-PG9 antibody binding; inhibition, % at 6.7 µM; hit rate 0.43% among 360,000; AID 624416; in the data active = inhibition above about 8.5%
PLCb3 inh: blocks human PLC-beta3 enzyme activity; Q01970; Purified PLC-beta3, fluorogenic substrate, fluorescence; inhibition, % at 12.2 µM; hit rate 0.18% among 370,000; AID 720704; in the data active = inhibition above about 11%;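 also: 0% = median of compound wells on plate and 100% = full blocker control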
DAX1 inh-1: inhibitors of human orphan nuclear receptor DAX1 (NR0B1) | AID 504766 | inhibition, % at 6.75 µM | hit rate 0.99% among 340,000 | P51843 | HEK293 Gal4-DAX1 luciferase reporter, luminescence;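 active = inhibition above the mean over all tested compounds plus 3 SD, cut at about 4.2% in these data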;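 also: 0% = DAX1-transfected cells with DMSO and 100% = empty-vector control cells with DMSO; inhibition shows as a rise in luminescence from relieved DAX1 repression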
Target sequence (P51843 207-470 limits assumed): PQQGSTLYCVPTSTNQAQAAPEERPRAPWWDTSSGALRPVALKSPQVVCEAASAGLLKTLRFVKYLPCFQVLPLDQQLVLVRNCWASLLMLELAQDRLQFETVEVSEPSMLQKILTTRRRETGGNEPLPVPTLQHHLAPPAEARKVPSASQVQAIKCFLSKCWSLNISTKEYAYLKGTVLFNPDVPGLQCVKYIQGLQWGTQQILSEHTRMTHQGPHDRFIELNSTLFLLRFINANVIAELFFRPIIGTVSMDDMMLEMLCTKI
DAX1 inh-2: inhibitors of DAX1 repression of SF-1 activated StAR promoter. hit rate 1.1% among 370,000. AID 652010. inhibition, % at 6.8 µM. HEK293T StAR-luciferase reporter, SF-1/DAX-1 repression relief;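 active = inhibition above the mean over all tested compounds plus 3 SD, cut at about 3.6% in these data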;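 also: 0% = DAX-1 cells with DMSO and 100% = cells lacking DAX-1 with DMSO; higher inhibition means more luminescence from relief of DAX-1 repression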
An asterisk follows results filed as active; i = inactive; / = no result given. Rows were taken by chance (roughly 7% active in at least one column).

SMILES | hcDAF12 agonist | FXN GAA850 act | Rev-erbA mod | sPLA2-III inh | ssDAF-12 act | SMARCA2 activ | hgDAF12 agonist | PG9 binder | PLCb3 inh | DAX1 inh-1 | DAX1 inh-2
CC1CCN(CCCNC(=O)CCc2nnc3n(CCc4ccccc4)c(=O)c4ccccc4n23)CC1 | 1.3 | 0.0 | 5 | -6 | -1.4 | 2 | -2.6 | -1.0 | -4 | -0.1 | 5.7*
NC(=O)c1c(N)sc2c1CCC2 | 0.7 | 0.9 | -1 | -4 | -0.4 | 2 | -1.6 | -4.1 | -22 | -0.2 | -0.5
O=C(Nc1cccs1)N1CCN(c2ncccn2)CC1 | -1.6 | 1.4 | -1 | -3 | -0.7 | -1 | 0.0 | -2.1 | -11 | -0.6 | 0.8
CC1CCC(N2CCN(C(=O)c3ccccc3F)CC2)CC1 (configuration not stated) | -0.4 | 1.9 | -2 | 1 | -1.6 | 0 | -0.8 | 0.5 | -3 | 0.5 | -0.6
O=C(CNC(=O)c1ccc(Br)o1)Nc1ccc(F)c(S(=O)(=O)N2CCOCC2)c1 | -0.1 | 1.1 | 2 | -4 | -0.4 | 0 | 1.8 | -1.0 | -12 | 1.7 | 0.4
O=C(Nc1ccccn1)c1cccc(S(=O)(=O)N2CCCCC2)c1 | -2.4 | 1.7 | 4 | -5 | -1.0 | 1 | 2.0 | -0.2 | 2 | 1.0 | -0.3
COc1ccc(C(C(=O)NCC2CCCO2)N(C(=O)CNC(=O)c2cccs2)c2ccccc2C)cc1OC (configuration not stated) | -2.2 | -3.0 | -5 | -2 | -1.4 | -2 | -4.1 | 1.4 | 2 | -0.6 | -0.5
Cc1cc2ncc(S(=O)(=O)c3ccccc3)c(N)n2n1 | -1.7 | 0.4 | 0 | 3 | -0.9 | -3 | 2.0 | -0.4 | -8 | -0.6 | -0.1
CCCCCN(C(=O)CCc1cn(CCCCC)c2ccccc12)c1ccc(N(C)c2ccccn2)cc1 | 0.5 | / | -3 | -6 | -0.3 | -3 | -0.2 | 3.1 | -3 | / | 0.7
CCOC(=O)C1=C(C)NC(=O)NC1c1cccs1 (configuration not stated) | -0.2 | 1.3 | 1 | 6 | -1.2 | -1 | 2.3 | -0.3 | -1 | 2.1 | 0.2
CC[C@]12c3[nH]c4cc(-c5ccco5)ccc4c3CCN1C(=O)[C@@H](CC(=O)NCCCOC)C[C@@H]2C(=O)N1CCN(C(=O)c2ccco2)CC1 | -1.7 | -0.4 | -8 | -9 | -1.3 | -2 | 0.0 | 3.1 | i | -0.4 | -0.5
COc1ccc(OC)c2sc(N3CCN(c4ccccc4)CC3)nc12 | -1.2 | 8.8* | 1 | 7 | -0.8 | 4 | 0.1 | 2.0 | 1 | -2.0 | -0.7
COC(=O)CSC1=C(C#N)C(c2cccc(OC)c2)CC(=O)N1 (configuration not stated) | 0.6 | -2.0 | 3 | -1 | -1.1 | -4 | 0.7 | 0.3 | 0 | -0.2 | 0.6
O=C(Nc1ccccc1)N(CCCN1CCOCC1)Cc1ccccc1F | -0.8 | -0.5 | -3 | 0 | -1.6 | -1 | -0.5 | 4.0 | 2 | -0.6 | 0.5
COc1cccc(CCNC(=O)c2cccc(NC(=O)C3=C(C)OCCS3)c2)c1 | -0.6 | -2.0 | 6 | 1 | -1.1 | 0 | 0.8 | 0.4 | -5 | -0.7 | -0.5
COc1ccc(/C=C/C(=O)Oc2ccc(/C=N/NC(=O)COc3c(C)cccc3C)cc2)cc1 | -0.8 | 3.2 | 4 | 1 | -1.3 | -1 | -1.5 | -0.3 | 6 | 0.7 | -0.1
COc1cccc(C(=O)NCCS(=O)(=O)N2CCC3(CC2)OCCO3)c1 | -0.6 | -0.2 | -2 | 4 | -0.2 | -2 | 2.0 | 0.0 | -10 | -0.3 | 0.6
Cc1cc(C)c2[nH]c(=O)c(C(c3nnnn3Cc3ccc4c(c3)OCO4)N3CCCCC3)cc2c1 (configuration not stated) | -0.6 | -0.1 | 5 | -7 | -0.8 | 0 | 0.7 | -2.5 | 0 | 0.4 | 0.6
O=[N+]([O-])c1ccc(Nc2ccccc2)nc1 | 0.9 | 3.8 | 3 | 8 | -1.0 | -1 | 7.6 | -0.3 | -5 | 0.6 | -0.3
Cc1ccccc1/C=C1\SC(=S)N(/N=C/c2cc([N+](=O)[O-])ccc2O)C1=O | -1.0 | 1.1 | 22* | -3 | -0.5 | 2 | -0.1 | -2.2 | -102 | 0.3 | 0.1
COC(=O)c1ccc(CN2C(=O)c3ccccc3S2(=O)=O)cc1 | 1.4 | -0.3 | -3 | 0 | -0.8 | -2 | 1.5 | -2.1 | 2 | 1.5 | 0.2
O=C(Nc1cccnc1)C1CC(c2ccc(Cl)c(Cl)c2)=NO1 (configuration not stated) | -1.8 | 1.5 | 0 | -1 | -1.5 | 4 | -2.8 | -0.2 | 3 | -1.2 | -0.7
COc1cc(CNC(C)C)ccc1OCC(=O)Nc1cccc2ccccc12 | -1.5 | -2.1 | -8 | 2 | -1.1 | -1 | -1.3 | -0.2 | -2 | 1.0 | 1.4
Cc1ccc(NC(=O)CSc2nc(C)c(Cc3ccccc3)c(=O)[nH]2)cc1 | -0.4 | -2.0 | 8 | -40 | -0.5 | 0 | 1.4 | -1.9 | -3 | 1.1 | 0.5
N#Cc1ccc(-c2nc3ccc(Cl)cn3c2Cc2ccsc2)cc1 | 1.1 | / | -8 | -10 | -1.1 | 6 | 5.1 | 0.6 | -22 | / | 0.9
COc1ccccc1C(=O)N1CCN(Cc2c[nH]c3ccccc23)CC1 | 5.3 | 0.5 | -5 | -25 | -0.2 | 0 | 2.2 | -0.7 | -5 | 1.5 | -0.6
COc1cc(-c2nnc(COC(=O)c3cccn3C)o2)cc(OC)c1OC | -2.6 | 1.6 | 3 | 1 | -1.3 | -2 | -0.2 | 0.3 | -16 | 0.4 | -0.6
CC(OC(=O)c1cc2c(s1)CCCCC2)C(=O)NC(N)=O (configuration not stated) | -1.8 | 3.3 | 3 | -5 | -1.8 | 2 | 1.6 | -0.7 | 0 | 0.2 | -0.6
CCc1cc2c(=O)c(-c3nc4ccccc4n3C)coc2c(CN2CCCC(C)C2)c1O (configuration not stated) | -2.9 | -2.1 | 6 | -2 | -1.2 | -2 | 0.7 | 0.7 | -399 | -1.4 | -0.4
CCOC(=O)c1cccc(NC(=O)CCc2nc(-c3ccccc3F)no2)c1 | -2.8 | -0.5 | -6 | -21 | -1.4 | 0 | -2.3 | -2.0 | 2 | -0.8 | 0.1
COc1ccc2c(c1)C(=O)O[C@@H](c1ccccc1)C[C@@H](O)C(=O)CC2 | -0.7 | / | -8 | -9 | -0.7 | -4 | -2.4 | -0.1 | -4 | / | -1.5
CCCc1nc(C)c(-c2ccc(OC)c(OC)c2)c(=O)[nH]1 | 0.5 | -0.3 | 1 | 0 | -0.8 | -1 | -2.8 | 0.5 | 0 | 0.4 | 0.2
COc1ccc(C(=O)NCC(=O)N2CCN(c3ccccc3)CC2)cc1 | -0.6 | 0.1 | -4 | 7 | -0.4 | -1 | -1.7 | -1.1 | -1 | 1.4 | 0.1
Cn1c(=O)[nH]c(=O)c2c1ncn2CCN1CCCCC1 | -0.2 | -0.9 | -1 | 1 | -0.9 | 1 | 2.1 | -2.0 | 1 | 0.1 | 0.1
Cc1cc(S(=O)(=O)N2CCCC2)ccc1OCC(=O)Nc1ccc(C(N)=O)cc1 | -1.4 | 1.5 | -2 | -9 | -0.6 | -2 | 3.5 | -0.1 | -1 | 0.3 | -1.5
CCOc1ccc(N2C(=O)CC(NC3CCN(C(=O)c4cccc(Cl)c4)CC3)C2=O)cc1 (configuration not stated) | 0.7 | -2.2 | -2 | 4 | -0.9 | -2 | -0.1 | -0.1 | -10 | 0.0 | 0.0
Cc1ccc(-n2c(SCC(=O)c3ccc(O)c(O)c3)nnc2-c2ccccc2)cc1 | -0.8 | / | -25 | 17 | -0.7 | -6 | 2.3 | / | -7 | / | -1.9
S=c1[nH]c2cc(-c3ccccc3)ccc2o1 | 1.1 | -0.9 | -3 | 13 | -0.8 | -3 | -0.8 | -0.4 | -9 | -1.2 | -0.1
COc1cc(OC)c(C(=O)Nc2cc(S(=O)(=O)N3CCOCC3)ccc2N2CCOCC2)cc1OC | 0.3 | 0.5 | 0 | 11 | -0.3 | -4 | -1.1 | 0.5 | 6 | 1.9 | 0.0
O=C(CNS(=O)(=O)c1ccc(Br)s1)NCc1ccc(F)cc1 | -0.9 | -1.1 | 0 | -18 | -1.1 | -2 | 2.0 | -1.7 | -7 | 0.9 | -0.1
CCCCC(=O)OC1CCC2C3CCc4cc(O)ccc4C3CCC12C (configuration not stated) | -0.5 | 1.8 | 0 | -4 | -1.6 | -5 | -0.9 | -1.9 | -2 | 0.2 | -0.2
CC(C)Sc1nnc([C@H](C)NC(=O)OC(C)(C)C)o1 | -1.1 | -0.1 | -3 | 13 | -1.4 | -2 | 0.9 | -1.3 | 3 | -1.9 | -0.5
CC1CCCN(CCCNC(=O)c2ccc3c(c2)N(Cc2ccccc2F)C(=O)c2ccccc2S3(=O)=O)C1 (configuration not stated) | 0.4 | -0.4 | -3 | -16 | -1.2 | 4 | -2.0 | -1.1 | -2 | 0.0 | 0.3
COc1ccc(NC(=O)CN2CCCC(C)C2)c([N+](=O)[O-])c1 (configuration not stated) | -0.4 | 0.5 | 2 | 3 | -1.4 | -3 | -0.5 | 0.2 | -2 | -2.6 | -1.6
Cc1noc(C)c1NC(=O)N(C)C[C@@H]1Oc2ccc(NC(=O)Cc3cn(C)c4ccccc34)cc2CC(=O)N([C@H](C)CO)C[C@@H]1C | 1.5 | 1.0 | -3 | -26 | -0.1 | 0 | -0.7 | -0.8 | 1 | 0.5 | 0.1
CCn1nc(NC(C)=O)c2cc3cccc(C)c3nc21 | -1.9 | 2.7 | -3 | 0 | -1.2 | 3 | 1.5 | -1.7 | -237 | 1.5 | -0.1
CCOC(=O)N1CCN(C(=O)c2ccccc2NC(=O)c2ccccc2Cl)CC1 | 0.7 | -2.0 | 2 | -7 | -0.4 | -1 | -1.0 | -2.1 | -3 | 0.2 | 0.0
O=C(CNC(=O)C12CC3CC(CC(C3)C1)C2)OCc1cc(=O)n2cc(Br)ccc2n1 | -2.2 | -1.8 | 0 | -3 | -1.4 | -1 | 2.7 | 1.5 | 0 | 0.0 | 0.3
O=c1c2c(nc3nc(NCc4ccc(Cl)cc4)[nH]n13)CCC2 | 0.2 | 0.8 | 4 | 4 | 0.3 | -2 | -1.9 | -2.0 | -1 | -0.2 | 0.3
CCOC(=O)c1ccc(-c2ccc3[nH]c4ccccc4c(=O)c3c2)cc1F | -1.4 | 3.3 | -5 | 2 | -1.3 | 1 | 0.7 | -0.8 | -15 | 0.4 | -0.1
